Nrf2 ARE act: Nrf2 pathway activation. 410,000 compounds, 0.31% hits. Potency, µM (titrated, usually from 46.1 µM), for inactives: at the highest dose activation, usual class: activators. AREc32 ARE-luciferase reporter (MCF7-derived line), luminescence, 24 h; further: potency means the concentration at half of the fitted maximal effect; % of control where 0% means no effect; nearly all actives have a fitted effect of over 65% in size
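ARE-driven firefly luciferase activity in AREc32 cells measured after a 24 hr compound exposure at 37 deg C, using Steady-Glo reagent and a 30 min room-temperature hold.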
HepG2 tox: kills HepG2 cells in TGF-b inhibitor counter-screen. Potency, µM (series often up to 46.1 µM), inactives show top-dose activity change, negative = cytotoxicity, actives largely listed as cytotoxic. HepG2 CAGA-GFP viability, ATP luminescence, 18 h. 410,000 compounds, 0.76% hits; further: potency means the concentration at half of the fitted maximal effect; some results filed as inactive show a strong effect at the top dose
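HepG2 CAGA-GFP cells (1000/well, DMEM with 1% FBS) received compound, then TGF-beta at 500 pg/mL final, and were incubated 18 hours at 37 degrees C. Viability was read by CellTiter-Glo luminescence. Media-only wells were set as complete cell-killing and DMSO as no toxicity.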
ATXN2 expr inh: inhibitors of ATXN2 expression. HEK-293 ATXN2-luciferase reporter, luminescence, 24 h. Potency, µM (titrated, usually from 57 µM), without a hit: top-dose activity change, negative = inhibition, actives largely listed as inhibitors. 360,000 compounds, 0.72% hits. AID 1745845; further: potency means the concentration at half of the fitted maximal effect; on the % scale 0 is the no-effect control and ±100 the full control effect; nearly all actives have a fitted effect of over 55% in size
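qHTS (up to 57 uM final) was run with 24 h compound exposure of reporter cells at 37 °C. Each well was multiplexed: SteadyGlo luminescence measured ATXN2-luciferase expression after a fluorogenic Gly-Phe-AFC viability readout (25 uM final).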
IL2 activator: IL-2 activation. IL-2 activation reporter assay, cell-based qHTS; stimulated with anti-CD3/CD4/CD28 beads; in transgenic mouse T cells. activation, % (series mostly up to about 46 µM). 360,000 compounds, 0.065% hits. AID 652025; in the data active means activation above about 50%; inconclusive means mostly about 30% to 49%; further: 0% is about no effect
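Quantitative HTS in unstimulated transgenic mouse T cells, with memory T cells as non-tolerant control and PMA/ionomycin as tolerance-bypass control. Compound pretreatment lasted 60 minutes before 18 h bead stimulation; EGFP/DsRed fluorescence read.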
A549 tox: A549 cytotoxicity, counter-screen for Nrf2 inhibitors; 390,000 compounds, 0.16% hits; A549 ARE-Fluc cells, CellTiter-Fluor viability, 18-24 h; AID 504648; Potency, µM (titrated, usually from 46 µM), for the others: at the highest dose activity change, negative = cytotoxicity, most hits filed as inhibitors; further: potency means the concentration at half of the fitted maximal effect; on the % scale 0 is the no-effect control and ±100 the full control effect
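A549 ARE-Fluc cells in 5% FBS OPTI-MEM, 5000 cells/well, rested 2 h then exposed to compounds in concentration-response for 18-24 h at 37 °C. Viability by CellTiter-Fluor fluorescence (Ex 405/Em 525) after 30 min; luciferase luminescence (BugLite, 15 min, RT) read afterwards.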
ATXN viability: cell viability loss in ATXN counter-screen; S2 cells (HEK-293 line with an ATXN2-luciferase reporter) viability, CellTiter-Fluor protease fluorescence, 24 h; Potency, µM (top dose mostly 56.7 µM), usual class: cytotoxic; 400,000 compounds, 0.49% hits; AID 651635; further: potency means the concentration at half of the fitted maximal effect; nearly all actives have a fitted effect of over 40% in size
TGFb SMAD3 inh: TGF-b pathway inhibition; HepG2 CAGA-GFP TGF-b/SMAD3 reporter, GFP fluorescence, 18 h; TGF-beta stimulated, 500 pg/mL final; Potency, µM (series often up to 46.1 µM), for the others: top-dose activity, negative = inhibition, actives largely listed as inhibitors; 410,000 compounds, 1.2% hits; further: potency means the concentration at half of the fitted maximal effect; on the % scale 0 is the no-effect control and ±100 the full control effect; nearly all actives have a fitted effect of over 65% in size
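Read-out: total well GFP (ex488/em500-530) summed from mean per-cell fluorescence. Cells: HEPG2 CAGA-GFP, 1% FBS DMEM, 18 h at 37 degrees C with 500 pg/mL final TGF-beta. Unstimulated wells served as the full-inhibition control; stimulated DMSO wells = 0%.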
EPAC2 ag: agonists of human EPAC2 (RAPGEF4); EPAC2 activation, biochemical qHTS; response scale: 100% = 6.5 mM cAMP response; Potency, µM (doses to about 154 µM), inactives show top-dose activation, hits mostly activators; 360,000 compounds, 0.079% hits; further: potency means the concentration at half of the fitted maximal effect; nearly all actives have a fitted effect of over 50% in size
Target sequence (Q8WZA2 whole entry, looked up): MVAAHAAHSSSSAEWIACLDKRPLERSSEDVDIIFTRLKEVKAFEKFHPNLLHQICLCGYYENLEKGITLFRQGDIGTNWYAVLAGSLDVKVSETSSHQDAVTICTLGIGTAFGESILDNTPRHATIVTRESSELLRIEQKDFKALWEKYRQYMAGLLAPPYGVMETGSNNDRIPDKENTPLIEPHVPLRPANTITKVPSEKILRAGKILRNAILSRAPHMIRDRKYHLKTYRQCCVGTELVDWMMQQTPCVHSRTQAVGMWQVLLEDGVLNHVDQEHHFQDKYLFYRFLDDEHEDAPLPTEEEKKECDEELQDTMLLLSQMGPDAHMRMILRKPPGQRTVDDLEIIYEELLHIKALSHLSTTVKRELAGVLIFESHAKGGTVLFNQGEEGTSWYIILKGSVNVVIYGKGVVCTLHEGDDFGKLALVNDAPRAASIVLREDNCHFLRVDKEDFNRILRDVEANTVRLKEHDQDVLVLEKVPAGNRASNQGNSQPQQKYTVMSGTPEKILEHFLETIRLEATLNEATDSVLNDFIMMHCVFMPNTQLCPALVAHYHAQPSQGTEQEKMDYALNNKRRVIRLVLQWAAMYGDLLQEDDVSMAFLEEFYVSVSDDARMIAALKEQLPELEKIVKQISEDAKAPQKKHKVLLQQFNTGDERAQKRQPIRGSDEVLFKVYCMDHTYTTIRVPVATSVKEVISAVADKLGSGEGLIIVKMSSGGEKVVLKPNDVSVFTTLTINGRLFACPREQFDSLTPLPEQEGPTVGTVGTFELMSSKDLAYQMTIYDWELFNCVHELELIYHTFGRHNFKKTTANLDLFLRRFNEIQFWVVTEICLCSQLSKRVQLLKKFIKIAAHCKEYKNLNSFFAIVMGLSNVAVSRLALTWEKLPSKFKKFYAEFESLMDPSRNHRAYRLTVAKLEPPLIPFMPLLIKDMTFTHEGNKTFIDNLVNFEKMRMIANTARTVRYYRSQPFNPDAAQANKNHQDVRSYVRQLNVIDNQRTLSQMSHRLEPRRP
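Compounds were added across a concentration range to EPAC2 (100 nM), RAP1B-BODIPY-GDP (250 nM) and GDP (50 uM). After 5 min at room temperature, fluorescence was recorded at 5-min intervals for 30 min.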
Nrf2 inh: Nrf2 pathway inhibition. Potency, µM (top dose mostly 46 µM), for inactives: top-dose activity change, negative = inhibition, most hits filed as inhibitors. A549 ARE-Fluc reporter, luciferase luminescence, 18-24 h. 360,000 compounds, 2.1% hits. AID 504444; further: potency means the concentration at half of the fitted maximal effect; on the % scale 0 is the no-effect control and ±100 the full control effect; nearly all actives have a fitted effect of over 60% in size
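Quantitative HTS in A549 cells stably bearing an antioxidant response element-firefly luciferase construct. Inhibition of Nrf2-driven transcription was scored by luminescence after 18-24 h of compound exposure at 37 °C.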
Numbers without * were called inactive; i = inactive; ? = inconclusive; nt = no result given; & = joins results of further samples; [ ] = another dose, or the depositor's remark. Unless noted, the call rests on the fitted dose curve; in most records, active means well fitted curve in the direction sought with a large enough effect; inconclusive means small, poorly fitted or top-dose-only effect, or another doubt; inactive means no such curve, though single readings can be large; an effect the other way counts as inactive or inconclusive.

cpd	SMILES	Nrf2 ARE act	HepG2 tox	ATXN2 expr inh	IL2 activator	A549 tox	ATXN viability	TGFb SMAD3 inh	EPAC2 ag	Nrf2 inh
1	CC(Oc1ccc2c(-c3ccccc3)cc(=O)oc2c1)C(=O)NC(Cc1c[nH]c2ccccc12)C(=O)O (centres undefined)	-0.6%	-9%	2%	-0.3	0%	i	-4%	1%	14%
2	CC(C)COC(=O)N(C)C[C@H]1OCc2cn(nn2)CCCC(=O)N([C@@H](C)CO)C[C@@H]1C	0.3%	0%	1%	-0.4	nt	i	-3%	6%	nt
3	COc1cccc2cc(C(=O)N3CCN(C45CC6CC(CC(C6)C4)C5)CC3)c(=O)oc12	-0.4%	-43%	4%	0.0	-5%	i	-1%	2%	-7%
4	Cc1cccc2nc(-c3ccccn3)c(Nc3ccc(F)cc3)n12	0.1%	-53%	18µM*	nt	?	nt	?	nt	16µM*
5	O=S(=O)(c1ccc(N2CCOCC2)cc1)N1CCOCC1	0.3%	8%	-2%	0.4	-11%	?	-7%	-6%	-21%
6	O=C(NCc1ccccc1)/C(=C\c1ccc([N+](=O)[O-])cc1)NC(=O)c1ccco1	0.5%	1%	-5%	-3.3	-1%	i	-2%	2%	-1%
7	COC(=O)C1=C(C)N(Cc2ccccc2)C(=NCC(C)C)N[C@H]1c1ccccc1	-2.9%	-40%	?	-2.5	-13%	?	?	19%	11%
8	Cc1cccc(NC(=O)CN2CCN(C(=O)c3c(C)nn(Cc4ccccc4)c3C)CC2)c1C	0.2%	-4%	20%	-3.2	-2%	i	-10%	16%	-8%
9	COc1cc(-c2n[nH]c(=S)n2-c2cc(C(F)(F)F)ccc2Cl)cc(OC)c1OC	8.0%	-9%	25%	0.2	-12%	i	-1%	-14%	-4%
10	COc1cc(Cl)c(C)cc1NC(=O)c1cnc(N2CCCCC2)c2ccccc12	0.1%	0%	nt	nt	7%	nt	4%	nt	nt
11	O=C(CN1CCCCCC1)Nc1ccccc1Cl	4.4%	-23%	nt	-0.7	11%	i	3%	2%	5%
12	Cc1c(Cl)ccc(S(=O)(=O)NCCN2CCOCC2)c1Cl	-0.4%	6%	nt	-0.6	0%	i	13%	5%	0%
13	COc1cc(C2Nc3ccc4ncccc4c3C3=C2C(=O)CCC3)ccc1O (centres undefined)	1.7%	-11%	20%	-2.6	?	?	5%	0%	-9%
14	COCCN(C(=O)C1CCCO1)c1c(N)n(CC(C)C)c(=O)[nH]c1=O (centres undefined)	-0.5%	5%	6%	-0.4	-3%	i	2%	6%	13%
15	COCCNC(=O)C1(C)CCCN(Cc2cn(C)c3ccccc23)C1 (centres undefined)	-1.4%	-14%	12%	1.6	nt	i	0%	2%	nt
16	CCCn1c(=O)c2ccccc2n2c(SCC(=O)c3ccccc3)nnc12	0.5%	3%	4%	1.0	-8%	i	-17%	-5%	9%
17	O=C(NCCNC(=O)c1cccs1)c1ccco1	-0.5%	-6%	0%	-0.1	6%	i	1%	2%	-1%
18	Cc1cccc(NC(=O)CC2C(=O)NC3CCCCC3N2C(=O)c2ccccc2Cl)c1 (centres undefined)	-0.6%	-1%	-18%	-0.6	-5%	?	1%	6%	23%
19	Cc1ccc(S(=O)(=O)NCC(=O)OCC(=O)N(C)C2CCCCC2)cc1	0.2%	14%	3%	0.2	-1%	i	6%	0%	4%
20	CC(=O)c1ccc(N(CC(=O)NC2CCCCC2)C(=O)CNC(=O)c2cccs2)cc1	-0.1%	8%	6%	3.8	2%	i	-7%	-11%	15%
21	COc1ccccc1OCCSc1nc(-c2ccc(C(C)(C)C)cc2)nc2cc(=O)[nH]n12	-0.3%	-55%	?	nt	12%	?	?	nt	?
22	COc1ccccc1C(=O)NC(=O)Nc1nc(-c2ccccc2)cc(C(F)(F)F)n1	0.1%	-10%	-12%	-3.5	0%	i	22%	-15%	-11%
23	COc1ccc(-c2cc3nc(-c4ccccc4)cc(N4CCC(O)CC4)n3n2)cc1	-0.8%	-1%	nt	-4.2	-21%	i	?	29%	?
24	Cc1ccc(CNS(=O)(=O)c2ccc(Br)s2)cc1	-0.3%	-30%	8%	1.5	-1%	i	?	2%	-5%
25	CCOc1ccc(S(=O)(=O)N2CCC(C(=O)NCc3ccco3)CC2)cc1C	0.4%	-3%	5%	0.2	-3%	i	-6%	10%	-27%
26	CCCc1cc(=O)oc2cc(OCC(=O)NCC(O)c3ccccc3)ccc12 (centres undefined)	0.6%	3%	nt	1.9	?	i	1%	-7%	4%
27	COc1ccc(N2CCN(CC(=O)Nc3c(C)cccc3C)CC2)cc1	-0.8%	-8%	nt	-3.0	nt	i	-4%	2%	nt
28	O=C1NC[C@H](CCCCN2C[C@H](Cc3ccc(O)cc3)N(CCc3ccc(O)cc3)C(=O)C2=O)N(Cc2ccccc2)C1=O	0.4%	nt	5%	-0.6	nt	i	nt	8%	nt
29	O=C1CC(c2ccccc2)CC(O)=C1C=NCCCO (centres undefined)	-0.2%	0%	-7%	0.0	-12%	i	18%	4%	-29%
30	CCCCN(C=O)c1c(CC)nc2c(OCc3ccc(S(C)(=O)=O)cc3)cccn12	1.2%[9.22 µM]	-13%	-12%	0.6	nt	i	11%	3%	nt

Compounds 16–24, reprinted for reference:
cpd	SMILES	Nrf2 ARE act	HepG2 tox	ATXN2 expr inh	IL2 activator	A549 tox	ATXN viability	TGFb SMAD3 inh	EPAC2 ag	Nrf2 inh
16	CCCn1c(=O)c2ccccc2n2c(SCC(=O)c3ccccc3)nnc12	0.5%	3%	4%	1.0	-8%	i	-17%	-5%	9%
17	O=C(NCCNC(=O)c1cccs1)c1ccco1	-0.5%	-6%	0%	-0.1	6%	i	1%	2%	-1%
18	Cc1cccc(NC(=O)CC2C(=O)NC3CCCCC3N2C(=O)c2ccccc2Cl)c1 (centres undefined)	-0.6%	-1%	-18%	-0.6	-5%	?	1%	6%	23%
19	Cc1ccc(S(=O)(=O)NCC(=O)OCC(=O)N(C)C2CCCCC2)cc1	0.2%	14%	3%	0.2	-1%	i	6%	0%	4%
20	CC(=O)c1ccc(N(CC(=O)NC2CCCCC2)C(=O)CNC(=O)c2cccs2)cc1	-0.1%	8%	6%	3.8	2%	i	-7%	-11%	15%
21	COc1ccccc1OCCSc1nc(-c2ccc(C(C)(C)C)cc2)nc2cc(=O)[nH]n12	-0.3%	-55%	?	nt	12%	?	?	nt	?
22	COc1ccccc1C(=O)NC(=O)Nc1nc(-c2ccccc2)cc(C(F)(F)F)n1	0.1%	-10%	-12%	-3.5	0%	i	22%	-15%	-11%
23	COc1ccc(-c2cc3nc(-c4ccccc4)cc(N4CCC(O)CC4)n3n2)cc1	-0.8%	-1%	nt	-4.2	-21%	i	?	29%	?
24	Cc1ccc(CNS(=O)(=O)c2ccc(Br)s2)cc1	-0.3%	-30%	8%	1.5	-1%	i	?	2%	-5%

Further structures:
cpd	SMILES	Nrf2 ARE act	HepG2 tox	ATXN2 expr inh	IL2 activator	A549 tox	ATXN viability	TGFb SMAD3 inh	EPAC2 ag	Nrf2 inh
31	CS(=O)(=O)c1cccc(C(=O)NC(c2ccccc2)c2ccccc2)c1	-0.5%	15%	-1%	1.8	3%	i	0%	4%	nt
32	COc1ccccc1C(=O)N/C(=C/c1cccc([N+](=O)[O-])c1)C(=O)Nc1cccc(C(=O)O)c1	-0.6%	14%	-17%	0.0	0%	i	28%	-1%	-6%
33	COCCn1c(SCC(=O)N2CCCC2)nnc1C(C)C	-0.3%	-2%	-7%	-1.0	3%	i	2%	0%	-4%
34	NC(=O)N/N=C/c1coc2ccc3ccccc3c2c1=O	0.1%	-6%	4%	0.2	1%	i	1%	8%	?
35	O=C1NC(=O)C(c2ccccc2[N+](=O)[O-])=C1Nc1ccc(O)c(Cl)c1	4.6%	-43%	-14%&-20%	0.9	-2%	?	?	8%	-12%
36	Cc1nnsc1C(=O)NC(C)c1ccccc1 (centres undefined)	-0.4%	-6%	14%	-0.1	1%	i	-18%	9%	-14%
37	Cc1ccc(-c2cc(NC(=O)c3ccccc3Cl)on2)cc1	3.7%	-43%	11%	nt	0%	i	-23%	nt	11%
38	Cc1c(NC(=O)CSc2nnc3sc4ccccc4n23)c(=O)n(-c2ccccc2)n1C	-0.3%	-19%	-6%	-0.1	21%	i	0%	14%	-13%
39	Cc1nc(SCC(=O)Nc2c(C)n(C)n(-c3ccccc3)c2=O)[nH]c(=O)c1C	-1.0%	4%	7%	-1.8	4%	i	0%	8%	9%
40	Nc1ccccc1C(=O)NN=Cc1cccnc1	-1.2%	1%	1%	0.7	nt	i	11%	-4%	nt
41	CC1CCCCN1CCNC(=O)C1CCCN(S(=O)(=O)c2cccc3nsnc23)C1 (centres undefined)	-0.3%	-7%	4%	-0.8	5%	i	6%	-9%	0%
42	CCc1nc2sc3c(c2c(=S)[nH]1)CC(C)(C)OC3	2.3%	-3%	32%	0.8	2%	i	48%[activator]	7%	0%
43	CC(=O)c1cc(F)c(N2CCCCCC2)cc1C	-0.3%	-19%	11%	-1.3	-10%	i	-2%	7%	4%
44	O=C(CSc1nncn1-c1ccccc1)NC1CCCC1	-0.6%	0%	-1%	0.5	-1%	i	3%	11%	14%
45	CCOc1ccccc1N1CCN(S(=O)(=O)CC)CC1	-0.4%	-14%	-9%	0.0	-10%	i	7%	8%	-5%
